Bioassay records (PubChem BioAssay)
LYPLA1 inh: counter-screen for PME1 inhibitors: inhibitors of human LYPLA1; O75608; recombinant LYPLA1, FP-Rh probe fluorescence polarization; inhibition, % at 5.9 µM; hit rate 0.16% among 320,000;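 active means inhibition above the mean of all tested compounds plus 3 SD, set per campaign, cut at about 14% in these data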;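 further: inhibitors block serine hydrolase probe labeling of LYPLA1 so polarization falls; 0% = enzyme with DMSO and 100% = wells lacking LYPLA1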
Target sequence (O75608 whole entry, looked up): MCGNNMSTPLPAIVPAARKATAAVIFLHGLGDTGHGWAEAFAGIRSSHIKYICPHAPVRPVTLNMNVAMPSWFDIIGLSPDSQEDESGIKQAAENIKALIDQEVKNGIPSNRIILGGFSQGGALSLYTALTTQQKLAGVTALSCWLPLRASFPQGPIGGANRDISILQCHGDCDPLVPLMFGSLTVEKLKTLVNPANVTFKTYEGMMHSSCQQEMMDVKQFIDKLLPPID
PAD4 inh: PAD4 (human) enzyme inhibition | recombinant PAD4, RCA probe fluorescence polarization | Q9UM07 | inhibition, % at 6.36 µM | hit rate 0.41% among 330,000;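 active means percent inhibition above a cutoff equal to the mean of all tested compounds plus 3 SD, cut at about 15% in these data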;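 further: 0% = PAD4 with RCA probe and DMSO and 100% = probe without PAD4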
PAFAH1B2 FP inh: blocks human PAF acetylhydrolase 1b catalytic subunit 2; P68402; recombinant PAFAH1B2, FP-rhodamine activity probe, fluorescence polarization; inhibition, % at 3.39 µM; hit rate 1.2% among 340,000;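 active means inhibition above the mean of all tested compounds plus 3 SD, cut at about 24% in these data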;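 further: 0% = enzyme with DMSO and 100% = wells lacking PAFAH1B2; many of its hits are not listed in these tables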
PME-1 inh: blocks human protein phosphatase methylesterase 1 | AID 2130 | Q9Y570 | hit rate 0.53% among 320,000 | inhibition, % at 5.9 µM | recombinant PME-1, FP-Rh probe fluorescence polarization;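 active means inhibition above the campaign mean of all compounds plus 3 SD, cut at about 26% in these data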;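 further: competitive labeling of PME-1 active site by serine hydrolase directed probe; 0% = PME-1 with DMSO and 100% = wells lacking PME-1 enzyme; inhibitors block probe labeling so polarization falls and inhibition rises; many of its hits are not listed in these tables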
pPAFAH inh: pPAFAH (human) enzyme inhibition; inhibition, % at 3.39 µM; Q13093; AID 463082; hit rate 1.5% among 330,000; recombinant pPAFAH, FP-rhodamine probe fluorescence polarization;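 active means inhibition above the mean inhibition across the screen plus 3 SD, cut at about 25% in these data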;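 further: inhibitors block binding of the rhodamine activity-based probe so polarization drops; 0% = enzyme with DMSO and 100% = wells lacking pPAFAH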
Target sequence (Q13093 whole entry, looked up): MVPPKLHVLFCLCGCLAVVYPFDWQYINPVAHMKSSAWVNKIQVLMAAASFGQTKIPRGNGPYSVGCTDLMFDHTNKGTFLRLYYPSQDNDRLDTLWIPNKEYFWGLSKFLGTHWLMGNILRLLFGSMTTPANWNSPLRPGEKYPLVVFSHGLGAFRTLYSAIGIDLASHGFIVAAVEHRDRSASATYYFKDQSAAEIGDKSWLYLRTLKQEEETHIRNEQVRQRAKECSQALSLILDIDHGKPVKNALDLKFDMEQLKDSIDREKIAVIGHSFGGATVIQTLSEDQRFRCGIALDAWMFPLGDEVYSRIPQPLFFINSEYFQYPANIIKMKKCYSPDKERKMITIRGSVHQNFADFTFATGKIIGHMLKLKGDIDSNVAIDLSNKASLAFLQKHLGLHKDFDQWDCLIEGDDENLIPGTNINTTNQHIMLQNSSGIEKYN
PAFAH2 FP inh: PAFAH2 (human) inhibition. recombinant PAFAH2, FP-rhodamine activity probe, fluorescence polarization. inhibition, % at 3.39 µM. hit rate 0.99% among 340,000. AID 492956;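 active means inhibition above the mean over all tested compounds plus 3 SD, cut at about 30% in these data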;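 further: inhibitors block probe labeling of enzyme so polarization drops; 0% = enzyme with DMSO and 100% = wells lacking PAFAH2 protein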
GSTO1 counter: blocks human GSTO1 in RBBP9 counter-screen | P78417 | recombinant GSTO1, activity-based probe fluorescence polarization | inhibition, % at 5.96 µM | hit rate 1.1% among 300,000 | AID 1974;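 active means inhibition above the campaign mean inhibition plus 3 SD, cut at about 35% in these data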;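 further: 0% = GSTO1-1 with DMSO and 100% = wells lacking GSTO1-1 enzyme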
LYPLA2 inh: blocks human lysophospholipase 2, a PME1 counter-screen; O95372; recombinant LYPLA2, FP-Rh probe fluorescence polarization; inhibition, % at 5.9 µM; hit rate 0.38% among 320,000; AID 2177;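 active means inhibition above the screen-wide mean plus 3 SD, limit set per campaign, cut at about 26% in these data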;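 further: 0% = LYPLA2 with DMSO and 100% = wells lacking LYPLA2 enzyme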
PAFAH1B3 FP inh: inhibitors of human PAFAH1B3. Q15102. recombinant PAFAH1B3, FP-rhodamine probe, fluorescence polarization. inhibition, % at 3.39 µM. hit rate 0.28% among 340,000. AID 492972;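 active means inhibition above the screen-wide average of all tested compounds plus 3 SD, cut at about 25% in these data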;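 further: 0% = enzyme with DMSO only and 100% = wells lacking PAFAH1B3 protein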
Target sequence (Q15102 whole entry, looked up): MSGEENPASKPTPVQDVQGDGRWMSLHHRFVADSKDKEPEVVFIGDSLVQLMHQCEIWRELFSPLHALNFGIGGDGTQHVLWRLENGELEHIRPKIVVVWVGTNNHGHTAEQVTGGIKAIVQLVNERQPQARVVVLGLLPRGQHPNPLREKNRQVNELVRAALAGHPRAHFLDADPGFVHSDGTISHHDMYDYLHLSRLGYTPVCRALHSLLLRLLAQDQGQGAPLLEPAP
* marks the source's active call; other numbers are inactive results; / = no result given. Not all compounds are listed; count on the stated rates, not on these rows.

no.	molecule	LYPLA1 inh	PAD4 inh	PAFAH1B2 FP inh	PME-1 inh	pPAFAH inh	PAFAH2 FP inh	GSTO1 counter	LYPLA2 inh	PAFAH1B3 FP inh
1	COC(=O)c1ccc(NC(=S)NNC(=O)c2ccccc2)cc1	5	2	0	0	3	8	-7	22	9
2	O=C(Cn1cnc([N+](=O)[O-])n1)NCCO	1	9	-4	2	0	-5	4	4	4
3	CCCCCCC(C)NC(=S)Nc1cc(S(=O)(=O)N(C)C)ccc1C (stereo not given)	-11	-13	15	-9	2	7	0	-13	7
4	CC1(c2ccc([N+](=O)[O-])cc2)NC(=O)N(CC(=O)Nc2ccc(N3CCCCC3)cc2)C1=O (stereo not given)	3	0	2	2	7	1	7	0	8
5	CCC(=O)NCC(c1cccs1)S(=O)(=O)c1ccc(C)cc1 (stereo not given)	-2	7	-2	8	0	-7	-4	-6	-1
6	CC1CCN(c2ccccc2NC(=S)NC(=O)C(C)(C)C)CC1	-2	-1	12	0	0	9	0	-6	4
7	N#CC1=C(N)N2C(=C(C#N)C1c1ccccc1)Sc1ccccc12 (stereo not given)	-2	-10	/	-2	-2	/	-4	-6	/
8	CN1Cc2ccccc2CC1CNCc1c(C(=O)N2CCCC2)nc2ccccn12 (stereo not given)	-3	0	-3	-1	6	-1	1	-2	1
9	Cc1ccc2oc(-c3ccc(NC(=O)c4ccncc4)cc3O)nc2c1	-2	0	-4	0	-1	-11	6	0	-9
10	Cc1cc(S(=O)(=O)N2CCCOC2CNC(=O)C(=O)NCCCN2CCOCC2)ccc1F (stereo not given)	-6	3	1	3	-1	4	-3	-5	3
11	Cc1cc(NC(c2cccnc2)c2ccc3cccnc3c2O)no1 (stereo not given)	0	-2	0	-2	2	11	-8	4	11
12	Cc1ccc(Nc2nc(C(=O)NCc3ccco3)cs2)cc1	3	3	5	-1	8	2	4	1	10
13	Fc1cccc(F)c1CN1CCN(c2ncccn2)CC1	0	-3	2	2	-3	8	1	2	2
14	COc1cc2c(=O)n(-c3ccc(C)cc3)c(=O)n(CC(=O)c3ccc4c(c3)OCO4)c2cc1OC	0	-1	2	4	-1	2	13	-6	2
15	Oc1ccc(N2CCN(C(=S)NCc3ccccc3)CC2)cc1	-2	-5	/	-4	14	/	15	8	/
16	Cn1ccnc1/C(=N\NC(=O)c1ccccc1)c1cccc([N+](=O)[O-])c1	1	-3	7	-1	1	1	9	7	16
17	COc1ccc(CC(=O)Nc2ccccc2C(=O)N2CCOCC2)cc1	-1	-2	4	4	-5	3	6	-9	5
18	COc1cccc(-c2nc(CS(=O)(=O)CC(=O)NC3CCCc4ccccc43)c(C)o2)c1 (stereo not given)	1	6	0	6	1	2	1	11	1
19	CC1CCN(C(=O)CSc2nnc3ccc(-c4cccnc4)nn23)CC1	-1	-1	-1	3	5	12	1	-4	4
20	CCC(=O)N1CCN(c2ccccc2NC(=O)COc2ccccc2Cl)CC1	1	-5	3	0	10	15	-3	1	3
21	Oc1ccccc1C=NCC(O)c1ccccc1 (stereo not given)	1	-6	5	-5	-1	-4	0	9	4
22	COc1ccc2cc(CN(Cc3ccco3)C(=S)NCC3CCCO3)c(=O)[nH]c2c1 (stereo not given)	1	-4	-2	0	-4	2	3	-2	11
23	Cc1oc(CSCCSCc2cc(C(=O)O)c(C)o2)cc1C(=O)O	1	-5	8	-3	0	3	-2	-1	5
24	Cc1cc(C)cc(C(=O)NCC(=O)N2CCN(c3cccc(Cl)c3)CC2)c1	3	1	1	3	4	-11	8	22	-2
25	COC(=O)c1nn(C23CC4CC(CC(C4)C2)C3)c2c1C(=O)N(c1ccc(F)cc1)C2=O	3	-3	8	-2	4	3	9	1	3
26	O=C1NC(CCc2ccccc2)C(=O)N1CCOc1cccc(Br)c1 (stereo not given)	6	1	26*	3	13	1	-1	14	2
27	CC1(C)Cc2c(cnn2-c2cccc(F)c2)C(NC(=O)CN2CCCC2=O)C1 (stereo not given)	2	-4	-1	4	4	1	3	1	-2
28	CCOC(=O)C1C(=O)NC(N2CCCCC2)=NC1c1ccccc1 (stereo not given)	-3	-1	4	-4	-8	-2	7	-9	6
29	COc1cccc(NC(=S)N(C)C2CCN(C)CC2)c1	0	-3	5	0	1	-6	6	1	6
30	C=CCN(c1ccc(C(=O)N2CCCC2)cc1)S(C)(=O)=O	4	7	4	-7	4	7	-2	4	7
31	CC(=O)Nc1ccc(S(=O)(=O)N2CCC(C(=O)NCCC(=O)NCc3ccccc3)CC2)cc1	7	-2	3	-3	1	2	3	11	4
32	Nc1nonc1-n1nnc(C(=O)N/N=C/c2ccccc2F)c1CN1CCOCC1	-1	-4	0	-3	2	0	-3	0	7
33	CC1CCN(S(=O)(=O)c2ccc3c(c2)N(CC(=O)NCCCOC(C)C)C(=O)CO3)CC1	1	-4	6	2	0	4	-3	-2	-1
34	O=C(COc1ccc(Cl)cc1)Nc1nc(-c2cccs2)cs1	-22	-1	-2	-77	-10	-8	-16	-28	-13
35	O=C(CSCc1ccccc1)NNc1c(F)c(F)cc(F)c1F	0	-12	9	-3	-2	3	3	2	4
36	CCOc1ccccc1NC(=O)CN1CCC(NC(=O)Nc2ccccc2)CC1	-2	-3	3	-1	2	8	-1	-2	4
37	C/C=C/C=C/C(=O)N1CC[C@]23c4ccccc4N[C@H]4N(C)c5cccc6c5[C@]42CCN([C@H]6C2OC2(C)C)[C@H]13 (stereo not given in full)	1	5	3	0	0	3	37*	7	11
38	Cc1ccc(CCNC(=O)Cn2cccc2)cc1	-1	1	2	-6	2	-7	6	-7	1
39	C=CCn1c(SCc2ccc3c(c2)OCO3)nc2scc(-c3ccco3)c2c1=O	0	2	1	1	9	13	1	-2	12
40	O=C(NCCOC(=O)c1cccs1)c1cccnc1	-2	0	-4	2	1	3	6	4	9
41	CCOc1ccc(S(=O)(=O)Nc2ccc(C(=O)NN)cc2)cc1	-23	-4	-1	-30	1	-7	-4	-44	11
42	Cc1ccnc(N2CCC(C(=O)NC3CCCCCC3)CC2)n1	-1	2	0	-3	0	-2	-2	0	2
43	OCC1(Cc2cccc(C(F)(F)F)c2)CCN(Cc2cc(F)cc(F)c2)CC1	-3	-3	2	-5	3	8	-5	3	6
44	COc1ccc(N2CCN(C(CNC(=O)C(=O)NCc3cccs3)c3ccco3)CC2)cc1 (stereo not given)	1	-4	2	2	8	-6	8	4	7
45	C/C(=N\NC(=O)CSc1nc(C)cc(C)n1)c1ccc2c(c1)OCCO2	2	-3	0	-7	-3	2	-6	0	-3
46	CCOC(=O)N1CCC(NC(=O)c2ccc3c(c2)N(Cc2ccc(F)cc2)CCS3)CC1	3	3	2	3	3	-1	9	7	-1
47	NS(=O)(=O)c1ccc2nc(NC(=O)c3ccc4ncsc4c3)sc2c1	-6	14	0	-22	-8	-7	-2	3	8
48	Cc1ccc(CN2CCN(Cc3ccon3)CC2CCO)cc1 (stereo not given)	-3	-4	/	2	10	/	9	3	/
49	CCCOc1ccc(C2/C(=C(/O)c3ccccc3)C(=O)C(=O)N2CCCN(C)C)cc1OC (stereo not given)	-1	0	-2	-3	2	1	-6	-1	2
50	O=C(c1cnn2c(C(F)(F)F)cc(-c3ccccc3)nc12)N1CCCCC1c1cccnc1 (stereo not given)	-1	1	-1	-3	6	-3	1	-3	3

Following part
no.	molecule	LYPLA1 inh	PAD4 inh	PAFAH1B2 FP inh	PME-1 inh	pPAFAH inh	PAFAH2 FP inh	GSTO1 counter	LYPLA2 inh	PAFAH1B3 FP inh
51	CCOC(=O)C1CCCN(S(=O)(=O)NC[C@H]2O[C@@H](n3cnc4c(N)ncnc43)[C@H](O)[C@@H]2O)C1 (stereo not given in full)	/	-3	7	/	3	3	/	/	8
52	O=C(CN1C(=O)/C(=C\c2cccc(Br)c2)Oc2ccccc21)NCCCN1CCOCC1	-17	-1	0	-10	5	-2	-11	-12	-4
53	O=C(Nc1ccc2c(c1)oc1ccccc12)c1ccc2c(c1)OCO2	0	-1	-1	-2	-2	1	-2	0	2
54	OCC1(CO)COC(c2ccccc2)=N1	-3	-3	-6	-3	3	-2	9	-6	8
55	Cc1ccc(CNc2ccc3c(c2)OCO3)c(C)c1	-5	-30	/	-6	14	/	13	-7	/
56	Cc1ccc(N2C(=O)C3C4C=CC(CC4)C3C2=O)c([N+](=O)[O-])c1 (stereo not given)	-4	2	7	0	-2	0	-2	-4	-1
57	NS(=O)(=O)c1ccc(CCNC(=O)CNC(=O)c2ccc(F)cc2)cc1	-7	-5	2	2	4	-5	0	2	6
58	Cc1sc2nc(SCC(=O)Nc3cccc(S(N)(=O)=O)c3)[nH]c(=O)c2c1C	/	0	3	/	10	35*	/	/	6
59	COC(=O)c1ccc(CC(=O)c2c(C)cc(O)cc2O)o1	-7	-12	-7	1	34*	-3	43*	-9	7
60	O=C(CCN1C(=O)/C(=C/c2cccs2)SC1=S)Nc1ccccc1O	-7	-14	3	-9	-3	3	-17	-8	-5
61	O=C(NCc1ccccc1CN1CCCC1)C1CCN(C(=O)c2ccc(F)cc2)CC1	3	2	2	6	4	-2	/	2	1
62	CC(C)CN(C(=O)COC(=O)COc1ccc2ccccc2c1)c1c(N)n(Cc2ccccc2)c(=O)[nH]c1=O	-5	-1	1	-14	2	-3	1	-6	3
63	Cc1cc(=O)c(C(=O)Nc2ccc(N3CCOCC3)cc2N2CCOCC2)nn1-c1ccccc1Cl	/	0	2	/	-1	1	/	/	10
64	COc1cc(-c2cc(=O)c3c(O)c(OC)c(OC)cc3o2)cc(OC)c1O	-1	-2	1	7	19	6	5	5	21
65	Cc1ccc(C(=O)CC(=O)c2ccc(C(C)(C)C)cc2)cc1	-8	-4	3	-1	4	-1	3	-6	-4
66	C/C(=N/Nc1nc(C)cc(-c2ccccc2)n1)c1ccco1	1	2	-1	3	-3	-2	0	1	4
67	O=C(CN1C(=O)S/C(=C/c2cccs2)C1=O)N1CCCC1	2	3	7	1	1	0	/	7	-1
68	Cc1cc(NC(=O)CCC(=O)N(c2ccccc2)C(C)C(=O)NC2CCCC2)no1 (stereo not given)	0	0	0	-5	2	2	5	-1	6
69	Cn1c(Cn2c(=O)sc3ccccc32)nnc1SCC(=O)N1CCCC1	-2	4	-2	1	-6	-8	0	-3	3
70	O=C(CCCN1C(=O)c2cccnc2C1=O)Nc1ccccc1F	3	-7	1	-1	2	2	7	0	-1
71	COc1cc(C2Nc3ccccc3C(=O)N2NS(C)(=O)=O)c([N+](=O)[O-])cc1OC (stereo not given)	0	-13	3	-1	7	-7	8	4	0
72	NC(=O)c1c(NC(=O)c2ccccc2C(=O)O)sc2c1CCCC2	6	3	1	1	5	3	-3	7	5
73	CC(=O)N1CCc2cc(S(=O)(=O)NCCC(=O)Nc3cc(C)cc(C)c3)ccc21	-17	0	5	-2	-2	11	0	-3	2
74	O=C(CNS(=O)(=O)c1ccc2c(c1)OCCCO2)N1CCN(Cc2ccccc2)CC1	0	6	-3	-5	2	-7	/	-1	0
75	c1cnc(N2CCN(c3ccc4ccccc4n3)CC2)nc1	0	-7	6	0	1	2	2	2	-1
76	COc1ccc(S(=O)(=O)N2CCN(C(C)C(=O)Nc3ccc(C(C)C)cc3)CC2)cc1 (stereo not given)	-3	1	1	-5	-1	-10	/	9	1
